Assay outcomes as filed in PubChem.
PAX8 reporter: inhibitors of PAX8-driven TPO luciferase reporter, primary screen, RMG-I cells, single concentration; SteadyGlo, 24 h; inhibition, % at 12.6 µM; hit rate 1.2% among 360,000; AID 652154, 2013;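 active = mean replicate inhibition at least 60% with every replicate also reaching 60%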;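 note: luciferase light reporting Pax8 driven TPO promoter activity; plate controls were median of neutral control wells for no effect and mitoxantrone controls for full effect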
LGR2 antag: inhibitors of bursicon-induced LGR2 CRE-luciferase signal, primary screen, cell-based, HEK293, CRE-luciferase reporter, bursicon stimulation | inhibition, % at 9.99 µM | Drosophila bursicon receptor LGR2 (rickets) | AID 720647, 2013 | hit rate 0.35% among 380,000 | bursicon-stimulated, 4 h;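 active = drop in luminescence signal, shown as inhibition above about 50% in the replicate tests, limit read from the data, passing the limit was not always enough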;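 note: agonist challenge used bursicon conditioned medium at about half maximal strength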
Cneo AK release: Cryptococcus neoformans cell lysis inducers, primary screen, AK release luminescence, single concentration | C. neoformans lysis, adenylate kinase release luminescence, 4 h; normalised: neutral wells 0, clomiphene wells 100 | lysis activity, % at 15 µM | hit rate 0.2% among 360,000 | AID 651654, 2012;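 active = mean lysis activity across replicates of at least 80%, whatever share of replicates individually reach that level; inactive = mean lysis activity below 80%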
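Material: C. neoformans cells; Schedule: 4 h static compound exposure, 37 °C, read 1 h post-reagent; Measured by: adenylate kinase release luminescence; Read-out: signal increase indicating cell lysis; Controls: Clomiphene as positive lysis control.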
CASP6 VEID inh: human caspase-6 inhibitors, primary screen, biochemical, VEID-R110 fluorescence, single point, set 2; inhibition, % at 12.5 µM; hit rate 0.53% among 350,000; purified caspase-6, Z-VEID-R110 cleavage fluorescence;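 active = mean inhibition across replicates at least about 35%, with every replicate also reaching that limit, limit read from the data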;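 note: 0% = median of neutral control wells and 100% = no fluorescence left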
Target sequence (P55212 24-179 limits assumed): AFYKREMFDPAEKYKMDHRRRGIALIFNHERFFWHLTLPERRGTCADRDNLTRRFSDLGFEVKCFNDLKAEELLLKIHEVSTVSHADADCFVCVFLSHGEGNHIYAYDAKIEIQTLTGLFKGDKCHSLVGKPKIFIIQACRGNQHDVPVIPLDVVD
Target sequence (P55212 194-293 limits assumed): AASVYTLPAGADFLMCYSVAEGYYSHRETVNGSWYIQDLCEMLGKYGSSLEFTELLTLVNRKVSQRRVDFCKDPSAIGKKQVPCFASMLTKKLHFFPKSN
EWS-Fli block: EWS/Fli-driven NR0B1 reporter inhibitors, primary screen, A673 cells, NR0B1 luciferase, luminescence, MLPCN library | hit rate 0.67% among 350,000 | AID 651661, 2012 | viability-normalised | inhibition, % at 12.6 µM;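 active = mean inhibition of at least 50% after viability correction, with every replicate also passing that limit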;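 note: firefly luciferase signal divided by Alamar Blue viability fluorescence both relative to DMSO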
FN deposition inh: inhibitors of fibronectin matrix deposition, primary screen, AH1F cells, Alexa488-fibronectin fluorescence, plate reader; AH1F fibroblasts, overnight; inhibition, % at 12.6 µM; hit rate 0.086% among 350,000; AID 743247, 2014;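 active = mean inhibition across replicates of 30% or more, regardless of how many single replicates reach that level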;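 note: positive control wells lacked labelled fibronectin entirely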
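Assay system: AH1F fibroblast monolayer, labelled fibronectin deposition. Amount: 10000 cells per well. Also added: labelled fibronectin 24 nM. Compound: single-point pinned compound. Incubation: cell attachment 1 h, compound and FN exposure overnight. Detection: fluorescence after three HBSS washes, excitation 485 nm, emission 525 nm. Read-out: inhibition of fibronectin deposition signal.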
miR-122 sensor: miR-122 Renilla sensor signal increase in Huh7, primary screen, miR-122 inhibitor project, cell-based, single point, plate reader. hit rate 0.3% among 340,000. Huh7 miR-122 Renilla luciferase sensor, 48 h; neutral wells = 0, positive control = 100. AID 602342, 2012. activation (reporter increase), % at 12.5 µM;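 active = mean replicate activation score at least 90 and every replicate individually at or above 90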;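 note: higher luciferase means less miR-122 activity so hits act as miR-122 inhibitors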
PGC1a acetyl inh: inhibitors of PGC1a acetylation signal, primary screen, cell-based, U2OS, AlphaScreen, inhibitor mode. inhibition, % at 15.6 µM. hit rate 0.17% among 350,000. AlphaScreen anti-acetyl-lysine; with virally co-expressed GCN5 acetyltransferase. AID 651687, 2012;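 active = every replicate shows inhibition of at least 40%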;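 note: 0% = neutral control wells and 100% = positive control wells; some results beyond the cut were filed as inactive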
* marks the source's active call; other numbers are inactive results; · = no result given; [ ] = another dose, or the depositor's remark.

SMILES	PAX8 reporter	LGR2 antag	Cneo AK release	CASP6 VEID inh	EWS-Fli block	FN deposition inh	miR-122 sensor	PGC1a acetyl inh
CC1CCN(c2c(NCC3CCC(C(=O)NCc4ccccc4)CC3)c(=O)c2=O)CC1 (configuration not stated)	-2	-2	-2	1	-10	-10	-2	-7
N#Cc1ccc(C(=O)NCCCSc2ccccc2)cc1	2	3	0	2	9	10	1	-12
Cc1nn(C)cc1C1C(C#N)=C(N)N(c2ccc(F)c([N+](=O)[O-])c2)C2=C1C(=O)CCC2 (configuration not stated)	-3	4	-3	·	·	5	-2	0
COCCNC(=O)c1onc(CSc2ccccc2C)c1C(=O)O	2	-8	11	-2	-3	-9	·	·
C=CCN1C(=O)N(c2ccc(F)cc2)C(=O)C1CC(=O)Nc1ccc(Cl)cc1 (configuration not stated)	8	-6	1	-4	-1	-8	3	-12
O=S(=O)(N[C@@H]1CC[C@@H](CCn2cc(-c3cccc(F)c3)nn2)O[C@@H]1CO)c1ccc(Cl)cc1	-5	-13	-3	-2	0	·	·	-5
COC(=O)c1ccccc1S(=O)(=O)C(C)(C)C	19	·	-3	·	·	11	-3	10
CCOC(=O)c1nnn(CC(=O)Nc2cc(F)ccc2F)c1C(=O)OCC	-9	·	-1	·	·	-2	1	-7
NS(=O)(=O)c1ccc(CCNC(=O)c2ccc(NS(=O)(=O)c3ccc4[nH]c(=O)[nH]c4c3)cc2)cc1	·	3	2	2	-2	-1	3	3
Cc1ccc(C)c(NC(=O)COC(=O)c2cccc(S(=O)(=O)N3CCCCC3)c2)c1	-4	-7	0	0	3	4	·	·
CC(=O)Nc1ccc(N(C(=O)CNC(=O)c2ccco2)C(C(=O)NCC2CCCO2)c2ccccc2)cc1 (configuration not stated)	-9	-11	·	0	0	·	·	-11
C=CCn1c(=N)n(CC(=O)c2ccc(Br)s2)c2ccccc21	6	-1	-1	-6	3	3	2	-13
NC(=O)CSc1nc(O)cc(=O)n1-c1ccccc1	·	·	-1	·	·	-4	-1	9
CCOC(=O)N1CCN(S(=O)(=O)N2CCCC(C(=O)NCCCN3CCCCC3)C2)CC1 (configuration not stated)	-2	5	0	-29	·	11	-11	0
CCOC(=O)N1CCN(C(=O)c2cc3ccccc3o2)CC1	11	·	2	-1	1	-1	·	·
Cc1ccc(C)c2c1cc(C)c1nnc(SCC(=O)Nc3nc4c(s3)CCCC4)n12	11	9	3	·	·	-8	3	-1
CC(C)[C@H](NC(=O)[C@H](CCCN=C(N)N)NC(=O)NC(Cc1ccccc1)C(=O)O)C(=O)NC(C=O)CCCN=C(N)N (some centres not stated)	4	-14	-1	-35	-7	-4	1	3
Cc1cccc(NC(=O)C2CCN(S(=O)(=O)c3ccc(Cl)cc3)CC2)n1	14	-1	-2	2	6	1	0	-14
COc1ccccc1OCC(=O)Nc1ncc(C)s1	-154	-21	-1	-2	-100	1	-2	1
O=S(=O)(O)c1cc(OS(=O)(=O)c2ccccc2)cc2ccccc12	5	2	3	1	4	-2	·	·
O=C(C[C@@H]1CC[C@H]2[C@@H](COC[C@H](O)CN2S(=O)(=O)c2ccc(Cl)cc2)O1)N[C@H]1CCN(Cc2ccccc2)C1	5	-4	0	-1	-1	1	-9[16.7 µM]	2
O=C(COC(=O)c1cc(Cl)nc2ccccc12)c1ccc(Cl)cc1	-2	9	5	-1	2	-9	12	·
CC1CCC(NC(=O)C(NS(=O)(=O)c2cccc3nsnc23)C(C)C)CC1 (configuration not stated)	8	-5	2	3	1	-4	-2	-6
CC(C)NC(=O)Nc1ccc2c(c1)C(=O)N([C@@H](C)CO)C[C@H](C)[C@@H](CN(C)S(=O)(=O)c1ccccc1)OCCCC[C@@H](C)O2	18	1	-2	1	4	-15	-4[16.7 µM]	-1
COc1cccc(CN2[C@@H](CO)[C@H](c3ccccc3)C23CN(C(=O)C2CCCCC2)C3)c1	10	-6	·	1	5	4	·	14
COc1cccc(C(=O)Nc2ccccc2-c2ccccc2)c1	-18	-27	-4	11	-1	3	-6	-3
Cc1ccc(CNC(=O)c2ccccc2NC(=O)C2=CSCCO2)cc1	22	17	7	2	13	-1	9	-12
Cc1ccc2[nH]cc(CCNC(=O)CN3C(=O)c4ccccc4C3=O)c2c1	-11	·	·	0	-4	-7	-5	0
C#CCOc1ccc(/C=C2/C(=O)NN(c3ccc(F)cc3)C2=O)cc1OC	-6	19	1	5	6	-3	1	-6
O=C(CSc1nc2c(sc3ccccc32)c(=O)n1CCCN1CCCC1)NCc1ccccc1	8	0	·	0	15	-8	·	·

Structures listed so far containing two or more sulfur atoms:
SMILES	PAX8 reporter	LGR2 antag	Cneo AK release	CASP6 VEID inh	EWS-Fli block	FN deposition inh	miR-122 sensor	PGC1a acetyl inh
NS(=O)(=O)c1ccc(CCNC(=O)c2ccc(NS(=O)(=O)c3ccc4[nH]c(=O)[nH]c4c3)cc2)cc1	·	3	2	2	-2	-1	3	3
Cc1ccc(C)c2c1cc(C)c1nnc(SCC(=O)Nc3nc4c(s3)CCCC4)n12	11	9	3	·	·	-8	3	-1
O=S(=O)(O)c1cc(OS(=O)(=O)c2ccccc2)cc2ccccc12	5	2	3	1	4	-2	·	·
CC1CCC(NC(=O)C(NS(=O)(=O)c2cccc3nsnc23)C(C)C)CC1 (configuration not stated)	8	-5	2	3	1	-4	-2	-6
O=C(CSc1nc2c(sc3ccccc32)c(=O)n1CCCN1CCCC1)NCc1ccccc1	8	0	·	0	15	-8	·	·

More entries:
SMILES	PAX8 reporter	LGR2 antag	Cneo AK release	CASP6 VEID inh	EWS-Fli block	FN deposition inh	miR-122 sensor	PGC1a acetyl inh
CC(=O)Nc1cccc(NC(=O)CSc2nc(=O)n(CCCN3CCOCC3)c3c2CCC3)c1	-7	6	0	-3	9	-13	-13	7
CC(C)(C)c1cc(CN2CCN(CCO)CC2)cc(C(C)(C)C)c1O	·	-12	4	·	·	6	-2	-28
Cc1ccc(C(=O)O/N=C(\N)c2cccnc2)cc1[N+](=O)[O-]	-143	-101	·	-1	-32	0	·	·
COc1ccccc1C(=O)NC(CCSC)C(=O)N1CCN(C/C=C/c2ccccc2)CC1 (configuration not stated)	24	19	-1	-5	14	-2	·	·
COc1ccc2ccccc2c1C1CC(=O)N2CN(Cc3ccco3)CSC2=C1C#N (configuration not stated)	3	19	1	3	-8	0	·	·
COc1ccc2c(c1)[C@H]1[C@H](CO2)[C@H](c2ccccc2)[C@]2(C)C(=O)Nc3cc(F)c(F)cc3C(=O)N12	11	24	0	1	12	5	-13	2
NNC(=O)CSc1c(-c2ccccc2)c2cc(Cl)ccc2[nH]c1=O	-86	-8	0	5	6	11	-2	11
Cc1cccc(S(=O)(=O)Nc2cccc3c2C(=O)c2ccccc2-3)c1	9	·	-1	·	·	-1	6	2
COc1cccc(C2C(C(=O)c3sc(C)nc3C)=C(O)C(=O)N2CCN2CCOCC2)c1OC (configuration not stated)	·	3	-2	·	·	·	1	2
Cc1ccc(N/N=C(\C#N)C(N)=S)cc1C	4	·	·	-1	-10	-18	·	·
CCS(=O)(=O)Nc1ccc2c(c1)C(=O)N(C)C[C@@H](OC)[C@H](C)CN(CCC(F)(F)F)[C@@H](C)CO2	-4	-5	2	·	10	-1	·	10
CCOC(=O)C1CCN(C(c2cccc(F)c2)c2sc3nc(C)nn3c2O)CC1 (configuration not stated)	7	17	-1	-1	9	-3	-3	3
CC1(C(=O)O)CCC(C(=O)N2CCOCC2)C1(C)C (configuration not stated)	-6	·	-1	·	·	1	-4	-7
Cc1c([N+](=O)[O-])cc(C(=O)Oc2cccc(C(=S)N3CCOCC3)c2)cc1[N+](=O)[O-]	1	25	·	4	-4	4	·	·
COc1ccc(C2CC(=O)Oc3c(C(CCN4CCOCC4)c4cc(OC)c(OC)c(OC)c4)c(OC)cc(OC)c32)cc1 (configuration not stated)	-10	-8	1	-2	19	2	-6	17
C[C@H]1CN([C@@H](C)CO)C(=O)c2cccc(NC(=O)C3CCOCC3)c2O[C@H]1CN(C)Cc1ccc2c(c1)OCO2	-6	-1	52	-1	2	13	52[16.7 µM]	-1
CCN1CCCc2cc(CN(CCN3CCOCC3)C(=S)Nc3cc(F)cc(F)c3)ccc21	-15	14	0	-8	5	11	2	-2
S=c1[nH]nc(-c2cc(-c3ccco3)[nH]n2)n1-c1ccccc1Cl	3	·	4	·	·	10	-13	3
CN(C)C(=O)C[C@@H]1C=C[C@@H](NC(=O)C2CCOCC2)[C@@H](CO)O1	·	7	·	2	·	-7	·	2
Cc1ccc(OCC(=O)N(C)CC(=O)Nc2ccc(F)c(F)c2F)cc1	-7	11	-3	-1	-2	0	3	-14
CCCCSc1ccc(NC(=O)c2cccnc2)cc1	·	·	-5	·	·	-3	-2	-70
Cc1nn(C(C)C(=O)NCc2ccccc2F)c(=O)c2nn(-c3ccccc3)c(C)c12 (configuration not stated)	2	2	4	-1	·	-2	-7	-11
Cc1noc(C)c1NC(=O)N(C)C[C@@H]1OCCCC[C@@H](C)Oc2ccc(NC(=O)Nc3ccccc3)cc2C(=O)N([C@@H](C)CO)C[C@@H]1C	-10	5	6	·	0	·	14[16.7 µM]	-6
CC1(C)CNC(=O)c2sc(NC(=O)c3ccccc3)nc2C1	11	-32	8	-5	-115	0	-3	-16
CCC(=O)N1[C@H](CN(C)C(C)=O)[C@@H](c2ccc(-c3ccc(F)cc3)cc2)[C@@H]1CO	-1	-5	1	·	3	·	-7[16.7 µM]	13
CC1CCN(CC(=O)N(C)c2c(N)n(Cc3ccccc3)c(=O)[nH]c2=O)CC1	-5	6	-4	0	-3	0	2	·
COc1ccc(NC(=O)Nc2cnccn2)cc1OC	-4	4	-2	3	-3	1	·	·
COc1cc(CN2CCCC(CO)(Cc3ccccc3C)C2)cc2c1OCO2 (configuration not stated)	20	7	·	0	15	-8	6	·
Cc1ccc(-c2cnc3c(c2)C(=O)N([C@@H](C)CO)C[C@@H](C)[C@H](CN(C)C(=O)Cc2cccnc2)O3)cc1	-5	-19	0	-3	-6	-1	-1[16.7 µM]	-3
CCOc1ccc(NC(=O)Nc2cccs2)cc1	-9	·	-11	·	·	-9	21	14
O=C(COC(=O)c1ccccn1)Nc1nccs1	-3	·	-1	·	·	1	-13	3
C[C@H]1CN([C@@H](C)CO)C(=O)Cc2cc(NS(=O)(=O)c3ccccc3)ccc2O[C@@H]1CN(C)C(=O)Nc1ccc2c(c1)OCO2	-18	-5	·	·	-13	·	8[16.7 µM]	-2
COCCNC(=O)/C(C#N)=C1\N=C(NC(=O)c2ccco2)c2ccccc21	-26	10	1	4	-9	-5	2	5
COC(=O)c1ccc(CN(c2ccc(OC)cc2)S(=O)(=O)c2ccccc2)cc1	16	·	·	2	0	-3	·	-19
Nc1nc2c(nc(SCc3ccccc3Br)n2C2OC(CO)C(O)C2O)c(=O)[nH]1 (configuration not stated)	5	-26	-5	0	0	-8	·	4
O=C(C[C@@H]1C[C@@H]2c3cc(NC(=O)C4CCC4)ccc3O[C@@H]2[C@@H](CO)O1)NCc1ccccn1	9	12	2	0	-9	·	3[16.7 µM]	-7
